Screening data deposited in PubChem by several laboratories.
JMJD2C inh: human JMJD2C demethylase inhibition; Q9H3R0; AID 2099; actives 0.069% (n = 330,000); inhibition, % at 2.35 µM; GST-JMJD2C(1-420) H3K9me3 demethylation, DELFIA europium;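 active means more than half of a compound's replicate wells show inhibition beyond 50%, single wells judged on their own value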;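 further: signal counts dimethyl H3K9 product captured on neutravidin plate; 0% = median of DMSO wells and 100% = 0.3 times that DMSO median; strong numbers were not always called active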
MEP2 TOR yeast: yeast TOR pathway MEP2-GFP modulation; S. cerevisiae MEP2-GFP strain, flow cytometry GFP, 3 h; 100% = DMSO control level; actives 0.51% (n = 330,000); GFP response vs DMSO, % at 10 µM;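 active means GFP response versus DMSO above a set limit, roughly screen mean plus 3 SD, cut at about 180% in these data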;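 further: median GFP fluorescence of the barcode-gated MEP2-GFP cells per well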
LAP4 TOR yeast: yeast TOR pathway LAP4-GFP modulation; S. cerevisiae LAP4-GFP multiplex, flow cytometry GFP, 3 h; median GFP as percent of DMSO wells; GFP response vs DMSO, % at 10 µM; actives 0.34% (n = 320,000);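 active means GFP response vs DMSO above a set limit, about the screen mean plus 3 SD, cut at about 150% in these data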
CIT2 TOR yeast: modulators of TOR pathway CIT2-GFP in S. cerevisiae; S. cerevisiae CIT2-GFP strain, flow cytometry, 3 h; 100 means same as DMSO wells; GFP response vs DMSO, % at 10 µM; actives 0.065% (n = 320,000); AID 2029;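 active means GFP response relative to DMSO above a set limit, near the screen mean plus 3 SD, cut at about 150% in these data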;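 further: ratio of well median GFP fluorescence to mean of DMSO wells on the plate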
AGP1 TOR yeast: yeast TOR pathway AGP1-GFP modulation; S. cerevisiae AGP1-GFP multiplex flow cytometry, 3 h; GFP as percent of DMSO wells; actives 0.02% (n = 320,000); GFP response vs DMSO, % at 10 µM;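 active means GFP response relative to DMSO above a set limit, near screen average plus 3 SD, cut at about 150% in these data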;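 further: median GFP channel fluorescence of the gated AGP1 strain per well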
GRK2 aptamer HTS: inhibitors of human GRK2 displacing RNA aptamer | inhibition of aptamer binding, % at 10 µM | AID 488847 | bead flow cytometry, FAM-aptamer displacement from GRK2 | actives 0.59% (n = 330,000) | P25098;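 active means inhibition of aptamer binding above 40%, roughly 3 SD of noise, on plates passing a quality check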;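 further: median bead fluorescence of bound FAM aptamer so fluorescent compounds give negative values; no value below 0 was filed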
Target sequence (P25098 whole entry, looked up): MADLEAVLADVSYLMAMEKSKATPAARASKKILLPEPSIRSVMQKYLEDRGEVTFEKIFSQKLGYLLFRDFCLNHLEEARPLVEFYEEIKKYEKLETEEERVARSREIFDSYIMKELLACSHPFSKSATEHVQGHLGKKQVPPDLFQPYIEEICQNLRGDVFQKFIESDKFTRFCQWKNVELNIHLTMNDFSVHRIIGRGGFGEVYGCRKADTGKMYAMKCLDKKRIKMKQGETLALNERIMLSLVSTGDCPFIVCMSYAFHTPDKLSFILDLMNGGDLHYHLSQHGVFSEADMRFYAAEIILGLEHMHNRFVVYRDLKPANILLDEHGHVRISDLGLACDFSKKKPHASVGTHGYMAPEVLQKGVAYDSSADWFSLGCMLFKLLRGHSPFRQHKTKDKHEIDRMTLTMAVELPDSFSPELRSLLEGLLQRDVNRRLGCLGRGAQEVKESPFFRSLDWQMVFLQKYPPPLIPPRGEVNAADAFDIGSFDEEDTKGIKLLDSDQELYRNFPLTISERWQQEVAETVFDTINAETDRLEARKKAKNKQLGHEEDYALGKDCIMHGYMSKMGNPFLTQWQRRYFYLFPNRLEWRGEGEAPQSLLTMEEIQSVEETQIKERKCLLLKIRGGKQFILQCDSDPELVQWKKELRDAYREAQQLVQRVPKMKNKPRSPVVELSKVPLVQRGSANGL
RPL19A-GFP yeast: modulators of TOR pathway RPL19A-GFP in S. cerevisiae. S. cerevisiae RPL19A-GFP strain, flow cytometry, 3 h; stronger effect = lower value. percent response vs DMSO, % at 10 µM. actives 0.3% (n = 330,000). AID 2025;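 active means percent response vs DMSO below 50%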;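 further: median channel GFP fluorescence of the barcoded RPL19A-GFP strain; ratio of sample median GFP to plate DMSO average so 100% = DMSO; lower means less RPL19A-GFP as with rapamycin TOR inhibition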
VLA-4 inh: inhibition in a human VLA-4 binding assay. P13612. VLA-4 expressing cells, ligand binding flow cytometry. inhibition, % (about 7 µM as worked out from the volumes in the protocol). actives 0.2% (n = 330,000); in the data active means inhibition above about 50%
Active calls of the source: *; i = inactive; . = no result given.

SMILES	JMJD2C inh	MEP2 TOR yeast	LAP4 TOR yeast	CIT2 TOR yeast	AGP1 TOR yeast	GRK2 aptamer HTS	RPL19A-GFP yeast	VLA-4 inh
CCn1c(C)c(C)c2cc(C(=O)NCCCN3CCCCC3C)ccc21 (centres undefined)	4	120	93	106	99	0	100	3
CCOc1ccc(NC(=O)CCC(=O)n2nc(C)cc2C)cc1	2	95	102	106	.	2	100	-9
Oc1[nH]c2ccc(Br)cc2c1N=NC(=S)N1CCOCC1	-8	92	105	99	106	3	95	28
COc1ccc(CN2CN(c3ccc(Cl)cc3)C(=O)N(n3cnnc3)C2)cc1	2	104	107	100	102	0	102	5
O=C(/C=C/c1ccc(Br)cc1)NCCCn1ccnc1	-4	111	88	101	101	0	99	3
Cn1ccs/c1=N\S(=O)(=O)c1ccc(F)cc1	-20	102	104	98	103	4	104	0
COc1cc(C(=O)NCC2CCCO2)ccc1OCc1ccc(Cl)cc1Cl (centres undefined)	1	103	109	91	100	0	100	3
O=C1NC(c2ccc(F)cc2)Oc2ccccc21 (centres undefined)	-3	104	96	96	95	1	100	2
CC(C)(C)NC(=O)NC(=O)COC(=O)Cn1c(C(F)(F)F)nc2ccccc21	8	99	97	91	97	0	100	60*
Nc1nnn(CC(=O)N/N=C/c2cccc3ccccc23)n1	10	102	94	108	109	1	104	-4

A few values from the list:
`CC(C)(C)NC(=O)NC(=O)COC(=O)Cn1c(C(F)(F)F)nc2ccccc21` | RPL19A-GFP yeast = 100
`O=C(/C=C/c1ccc(Br)cc1)NCCCn1ccnc1` | LAP4 TOR yeast = 88

Limited to AGP1 TOR yeast (4 entries from above):
molecule | AGP1 TOR yeast
Nc1nnn(CC(=O)N/N=C/c2cccc3ccccc23)n1 | 109
COc1ccc(CN2CN(c3ccc(Cl)cc3)C(=O)N(n3cnnc3)C2)cc1 | 102
O=C(/C=C/c1ccc(Br)cc1)NCCCn1ccnc1 | 101
Oc1[nH]c2ccc(Br)cc2c1N=NC(=S)N1CCOCC1 | 106

More results follow.
SMILES	JMJD2C inh	MEP2 TOR yeast	LAP4 TOR yeast	CIT2 TOR yeast	AGP1 TOR yeast	GRK2 aptamer HTS	RPL19A-GFP yeast	VLA-4 inh
CC(NC(=S)Nc1ccccc1)C(c1cccs1)N1CCOCC1 (centres undefined)	3	95	112	94	105	4	95	16
COc1ccc(NC(=O)COC(=O)CCc2nc3ccccc3c(=O)[nH]2)c(OC)c1	1	105	111	98	109	2	101	7
Cc1ccccc1OCc1csc(N)n1	-10	90	102	91	99	0	99	48
CCc1ccc2nc(N(CCCN(C)C)C(=O)c3ccc(C(=O)c4ccccc4)cc3)sc2c1	-8	102	79	101	87	0	105	-8
O=C(c1ccc(Sc2ccccc2)c([N+](=O)[O-])c1)N1CCOCC1	4	104	90	109	98	0	101	4
Cc1c(Cl)cccc1NC(=O)CCC(=O)NNC(=O)c1ccccc1	2	101	101	91	100	0	103	7
COc1ccc(-n2cnnc2SCC(=O)NCc2cccs2)cc1	5	92	93	95	89	0	93	-1
O=C(CSc1nnnn1-c1cccc2c1CCCC2)N1CCCC1	-3	96	98	102	100	0	95	1
Cc1ccc(CCNC(=O)C2CCC(=O)N2CCc2ccccc2)cc1 (centres undefined)	9	107	99	106	99	0	103	-15
COc1ccc(C(=O)CSc2nc3ccccc3n2CC(=O)c2ccccc2)cc1	-13	89	98	.	94	3	91	9
CC(C)NC(=O)Cn1c(=O)n(CC(=O)N2CCCCC2)c(=O)c2sccc21	-7	104	101	99	98	1	97	8
COc1ccc(N2CC(C(=O)NCc3ccco3)CC2=O)cc1 (centres undefined)	16	95	112	89	105	0	94	11
COc1ccccc1N1CCN(c2nnc(-c3ccc(F)cc3)c3ccccc23)CC1	5	98	97	94	101	2	100	4
COc1ccc(N2CCN(S(=O)(=O)c3cccc4cccnc34)CC2)cc1	-8	105	102	102	102	0	99	-6
FC(F)(F)c1ccccc1NC(=S)N1CCCC1	0	97	93	87	91	0	92	4
Cn1c(=O)[nH]c(=O)c2c1nc(N1CCCCC1)n2CCSc1ncccn1	1	119	103	96	90	0	92	4
C=CCNc1nc(-c2c(C)nc3sccn23)cs1	11	97	102	90	93	0	93	24
CCC(CC)NC(=O)CSc1ccc(S(=O)(=O)N2CCOCC2)cn1	-5	89	88	94	94	0	91	11
O=C(NC(=S)Nc1ccc(CN2CCOCC2)cc1)c1ccc([N+](=O)[O-])cc1Cl	-16	103	101	107	101	0	101	-16
COc1ccc(C2Nc3ccccc3C(=O)N2Cc2ccccc2)cc1COc1ccccn1 (centres undefined)	-8	104	101	94	106	3	102	5
CC(O)c1cccc(NC(=O)C2CCCCC2)c1 (centres undefined)	-2	88	97	91	90	53*	93	-1
C#CCOCCOCCOCCNc1nc(N2CCN(C(=O)[C@H](CCC(=O)O)n3cc(CN)nn3)CC2)nc(N2CCN(C(=O)[C@H](CCCCN)n3cc([C@@H](N)CC(N)=O)nn3)CC2)n1	6	100	95	108	103	0	100	20
CCOc1ccc(CCNc2nc3ccccc3n3cnnc23)cc1OCC	-6	100	119	95	108	0	103	3
COc1cccc(-n2c(=S)[nH]c3c(oc4ccccc43)c2=O)c1	3	96	98	102	108	0	100	2
CN(Cc1ccc(F)cc1)C(=O)CCc1nnc(-c2ccccc2)o1	0	90	89	82	81	1	91	-1
CC/C(=N\NC(=O)c1nnn(-c2nonc2N)c1-c1ccc2c(c1)OCO2)c1ccccc1	7	97	100	105	101	0	103	7
COC(=O)c1ccccc1N1C(=O)[C@@H]2C(c3ccc(F)cc3)=NO[C@@H]2C1=O	0	100	101	98	102	0	98	5
CCOC(=O)Nc1ccc([N+](=O)[O-])cc1C	-7	97	94	112	94	0	101	4
CCCCCCC(=O)NNC(=O)CC(=O)Nc1ccccc1C(=O)O	8	103	99	101	105	0	107	-3
COc1ccc(C2SCCN2S(=O)(=O)c2ccc(NC(C)=O)cc2)cc1OC (centres undefined)	-6	101	91	101	99	0	99	8
COc1ccc(CN(Cc2ccccn2)C(=O)CN2C(=O)C(C)Oc3ccccc32)cc1 (centres undefined)	0	107	107	104	102	2	99	3
CCCC(C(=O)NC1CCCC1)N(CCCN1CCOCC1)C(=O)c1snc(C(N)=O)c1N (centres undefined)	0	97	92	.	97	3	103	1
Cc1ccc(C(=O)NCc2ccc(F)cc2)s1	-1	113	129	111	112	0	105	16
COCCNC(=O)CC(c1ccccc1)c1ccccc1	1	105	106	107	100	5	101	8
Cc1c(NC(=O)c2ccc(Cl)s2)c(=O)n(-c2ccccc2)n1C	-31	97	92	94	98	0	105	8
Cc1cccc(C)c1NC(=O)C(=O)NCc1ccccn1	-1	108	106	100	105	2	96	-3
COc1ccc2c(C)c(C(=O)N3CCN(Cc4ccccc4)CC3)oc2c1	.	102	100	103	103	0	107	12
OC(c1ccccc1)c1ccncc1 (centres undefined)	0	89	100	109	90	0	98	9
COc1ccc(/C(O)=C2/C(=O)C(=O)N(c3ncccn3)C2c2ccc(OC)c(OC)c2)cc1 (centres undefined)	4	112	119	108	117	3	102	4
NS(=O)(=O)c1cccc(NC(=S)NC(=O)C23CC4CC(CC(C4)C2)C3)c1	-9	96	92	113	101	0	104	20
C[C@H](NC(=O)c1nc[nH]c1C(=O)NC(c1ccccc1)c1ccccc1)C(=O)OCc1ccccc1	1	108	96	97	105	0	102	5
O=C(NC1CCCC1)C(c1ccsc1)N(C(=O)Cc1cccs1)c1ccccc1 (centres undefined)	-5	106	100	100	101	2	104	23
NC(=O)C1CCN(C(=O)CCc2ccsc2)CC1	5	104	94	108	105	2	101	14
Cc1cc(NCCCO)n2c(nc3ccccc32)c1C#N	1	105	93	102	97	0	103	-4
CCOC(=O)c1c(NC(=O)C(C)Sc2cn(C)c3ccccc23)sc2c1CCC2 (centres undefined)	-4	87	108	116	103	0	99	-8
COC(OC)c1ccc(C#N)c(SCc2ccc(C)cc2)n1	-2	103	112	102	109	0	100	-3
CCCCn1c(N)c(N(CCOC)C(=O)C2CCN(S(=O)(=O)c3ccccc3)CC2)c(=O)[nH]c1=O	1	100	112	112	113	0	98	8
COc1ccc(CCNC(=O)c2ccc(Cl)cc2)cc1	-7	109	111	100	97	0	98	-10
COc1ccc2ccccc2c1/C=N/NC(=O)c1cccc(C)c1	-1	95	114	86	99	11	96	0
O=C(Nc1ncccn1)C1=C(O)c2ccccc2S(=O)(=O)N1Cc1ccccc1	-11	106	101	92	89	3	102	13

Further records follow:
SMILES	JMJD2C inh	MEP2 TOR yeast	LAP4 TOR yeast	CIT2 TOR yeast	AGP1 TOR yeast	GRK2 aptamer HTS	RPL19A-GFP yeast	VLA-4 inh
Cc1ccc(CNC(=O)C2CCC(=O)N2C(C)C)cc1 (centres undefined)	-9	112	98	102	98	2	107	24
O=C(CNC(=O)c1ccccc1)NCC(=O)OCc1ccccc1Cl	4	104	99	106	101	2	98	23
CC(=O)Nc1ccc(Nc2nc(Cl)nc(Nc3ccc(NC(C)=O)cc3)n2)cc1	9	114	104	103	99	0	105	4
CCOc1c(C#N)c(C#N)c2nc(C)cc(C)n12	-18	97	98	102	100	2	97	7
O=C1c2ccccc2C(=O)N1CCCc1nc(-c2ccccc2)no1	i	98	112	99	101	0	98	13
COc1ccccc1NC(=O)c1ccc(S(=O)(=O)N(C)c2ccccc2)cc1	.	108	111	108	97	0	100	4
Cc1ccccc1NC(=O)Cn1nc(C)n2cccc2c1=O	-2	94	94	103	99	0	97	5
Cc1cc(C(=O)N/N=C/c2sc(N3CCOCC3)nc2-c2ccccc2)c(C)o1	2	94	101	107	98	4	97	11
Cc1ccc(-c2nnn(CC(=O)N(Cc3ccco3)C(C(=O)NC(C)(C)C)c3ccncc3)n2)o1 (centres undefined)	-7	102	96	98	94	6	102	-11
N#Cc1ncn(-c2ccc(Oc3ccccc3)cc2)c1N	11	110	104	97	99	5	97	17
O=C(Nc1nnc(CCN2CCCCC2)s1)c1ccc(Br)cc1	11	103	104	114	104	0	102	4
CN(CC(=O)Nc1ccc(OC(F)(F)F)cc1)C(=O)C1CCC1	-7	96	91	83	88	0	98	8
COC(=O)c1ccccc1NC(=O)CSc1nnc(-c2cccc(NC(C)=O)c2)n1C	-9	104	100	104	104	0	101	4
C#CCn1c(=NC(=O)CSC(C)=O)sc2cc(F)ccc21	7	91	103	100	94	0	102	-17
Cc1cccc(OCCCC(=O)Nc2nccs2)c1C	-5	104	103	97	99	0	97	6
COc1ccc(-c2cnn3c4c(c(C)nc23)CCN4C(C)C)cc1OC	3	101	91	104	96	1	98	1
CC(C)(C)OC(=O)C[C@@H]1C/C=C\C[C@@H](CC(=O)NCCO)C(=O)NCCOC1=O	8	97	91	83	92	0	96	5
O=[N+]([O-])c1ccc(C(O)C[n+]2ccccc2)cc1 (centres undefined)	-2	99	89	109	94	.	105	7
Cc1ccc(N(C(=O)c2csnn2)C(C(=O)NC2CCCCC2)c2ccncc2)cc1 (centres undefined)	-1	98	96	103	98	5	99	10
COc1ccc(C(C)=O)cc1COC(=O)c1ccc(S(=O)(=O)N2CCOCC2)cc1	-4	96	91	97	102	0	97	-17
Cc1cccc(N2CCN(c3ccc4cc(S(=O)(=O)N5CCCCC5)ccc4n3)CC2C)c1 (centres undefined)	0	96	95	102	100	3	98	1
O=C(Nc1nccs1)c1ccc(Br)c(S(=O)(=O)N2CCOCC2)c1	31	103	95	98	87	3	100	4
COc1ccc(C(=O)NC2=NCCS2)cc1	-8	92	96	97	98	10	102	8
O=C(NCc1ccco1)C1CCCN1C(=O)Nc1ccccc1Cl (centres undefined)	3	117	113	124	126	4	115	11
